PTHR1 ag = activates the human parathyroid hormone receptor PTHR1. AID 743266. 410,000 compounds, 0.075% hits. Potency, µM (doses to about 115 µM), inactives show at the top dose activation, usual class: activators. Q03431. HEK293 GP2 PTHR1 cells, GloSensor cAMP luminescence, 1 h; note: potency is the fitted concentration of half-maximal effect; nearly all actives have a fitted effect of over 55% in size; some results filed as inactive show a strong effect at the top dose; inactives centre near -15; many of its hits are not listed in these tables
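HEK-293-derived GP2 cells expressing PTHR1 and a GloSensor cAMP reporter, 3,000/well, plated overnight, given luciferin plus IBMX (each 0.5 mM as added) for 1 h at 37 °C, then compound for 1 h at 37 °C. Luminescence was read after 15 min at room temperature.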
HEK293 tox = cytotoxic in the GLP-1 receptor inverse agonist counter-screen; HEK293 cAMP-luciferase reporter cells, luminescence, 24 h; Potency, µM (top dose mostly 38.3 µM), without a hit: at the highest dose activity change, negative = inhibition, most hits filed as inhibitors; 410,000 compounds, 0.13% hits; AID 624418;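 note: loss of luciferase light is scored as toxicity; potency is the fitted concentration of half-maximal effect; % is set by controls: 0 for no effect and ±100 for the full control effect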
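Here, cytotoxicity is scored as loss of luminescence. The MLSMR collection was tested on cells seeded in medium containing 10% Nu serum, with a 24 hr compound exposure preceded by 12 hours of culture.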
EPAC1 ag = agonists of human EPAC1 | O95398 | EPAC1 agonist qHTS, biochemical assay; response scale: 100% = response to 6.5 mM cAMP | Potency, µM (highest dose often 154 µM), for the others: at the top dose activation, most hits filed as activators | 360,000 compounds, 0.073% hits | AID 720707; note: potency is the fitted concentration of half-maximal effect; nearly all actives have a fitted effect of over 60% in size
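Normalized to 6.5 mM cAMP, activity reflects EPAC1-catalysed release of BODIPY-GDP from Rap1B, followed kinetically over 30 min at 480 nm excitation, 540 nm emission. Reaction contained 100 nM EPAC1, 250 nM Rap1B-BODIPY-GDP, 50 uM GDP.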
PLK1 PBD inh = PLK1 (human) polo-box domain binding inhibition | 360,000 compounds, 2.8% hits | Potency, µM, inactives show max response, negative = inhibition, usual class: inhibitors | P53350 | Plk1 PBD binding of FITC phosphopeptide, fluorescence polarization; note: potency is the fitted concentration of half-maximal effect; series mostly up to about 57 µM; % is set by controls: 0 for no effect and ±100 for the full control effect; nearly all actives have a fitted effect of over 65% in size
GLP-1R inv ag = inverse agonists of human GLP-1 receptor; HEK293 GLP-1R CRE-luciferase, luminescence, 24 h; GLP-1R form is constitutively active; AID 624417; P43220; 410,000 compounds, 1.6% hits; Potency, µM (titrated, usually from 38.3 µM), for inactives: at the top dose activity change, negative = inhibition, hits mostly inhibitors; note: potency is the fitted concentration of half-maximal effect; % is set by controls: 0 for no effect and ±100 for the full control effect; nearly all actives have a fitted effect of over 55% in size
Target sequence (P43220 whole entry, looked up): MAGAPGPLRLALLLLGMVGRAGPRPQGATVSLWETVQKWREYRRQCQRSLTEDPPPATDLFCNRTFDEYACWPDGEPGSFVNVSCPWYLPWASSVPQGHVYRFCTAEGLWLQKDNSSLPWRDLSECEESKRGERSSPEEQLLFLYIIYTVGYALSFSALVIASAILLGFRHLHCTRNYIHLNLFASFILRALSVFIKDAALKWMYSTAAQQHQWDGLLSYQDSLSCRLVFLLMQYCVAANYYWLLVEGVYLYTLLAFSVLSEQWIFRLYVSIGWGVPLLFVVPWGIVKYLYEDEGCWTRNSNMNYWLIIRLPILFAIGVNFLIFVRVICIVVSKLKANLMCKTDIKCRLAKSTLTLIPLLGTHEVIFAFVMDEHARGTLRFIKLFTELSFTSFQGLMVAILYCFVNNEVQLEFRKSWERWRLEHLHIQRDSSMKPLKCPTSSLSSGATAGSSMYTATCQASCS
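HEK293 cells stably co-expressing a cAMP-responsive luciferase reporter and constitutively active GLP-1R were seeded, incubated 12 h, then exposed to compounds for 24 h at 37 C. Luminescence was read 12 min after detection reagent; inverse agonists lower signal.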
EPAC1 antagonist = EPAC1 (human) antagonism | 360,000 compounds, 0.14% hits | EPAC1 GEF assay, Rap1b-BODIPY-GDP exchange fluorescence | Potency, µM (doses to about 115 µM), for inactives: top-dose activity change, negative = inhibition, usual class: inhibitors | AID 720709 | O95398;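 note: potency is the fitted concentration of half-maximal effect; plate controls were vehicle for no effect and positive control for full effect; nearly all actives have a fitted effect of over 50% in size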
PI5P4K alpha inh = PI5P4K alpha (human) kinase inhibition | max response, % | P48426 | AID 652105 | PI5P4Kalpha enzyme, ADP-Glo luminescence, 60 min; hits give low values | 330,000 compounds, 1.2% hits; active = max response of -50% or lower; inconclusive = between -30% and -50%; inactive = -30% or higher; note: value at the top dose of about 77 µM; % is set by controls: 0 for no effect and ±100 for the full control effect
Target sequence (P48426 whole entry, looked up): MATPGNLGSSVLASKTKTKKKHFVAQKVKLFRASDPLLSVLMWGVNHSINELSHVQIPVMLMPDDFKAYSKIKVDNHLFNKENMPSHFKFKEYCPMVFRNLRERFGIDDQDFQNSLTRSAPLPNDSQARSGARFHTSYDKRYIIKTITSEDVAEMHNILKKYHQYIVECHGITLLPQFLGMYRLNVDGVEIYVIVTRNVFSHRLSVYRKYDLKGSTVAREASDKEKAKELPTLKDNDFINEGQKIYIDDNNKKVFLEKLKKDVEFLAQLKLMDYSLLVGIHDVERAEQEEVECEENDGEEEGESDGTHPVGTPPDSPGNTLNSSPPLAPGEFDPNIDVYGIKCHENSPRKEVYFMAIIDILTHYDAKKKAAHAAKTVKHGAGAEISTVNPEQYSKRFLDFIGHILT
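Controls without substrate or without enzyme flank wells where PI5P4Kalpha converts substrate using 5 microM ATP (final). Incubation lasts 60 minutes at room temperature; ADP formed is read by ADP-Glo luminescence.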
IL-2 act = IL-2 activation; IL-2 activation reporter assay, cell-based qHTS; stimulated with anti-CD3/CD4/CD28 beads; in transgenic mouse T cells; activation, % (series mostly up to about 46 µM); 360,000 compounds, 0.065% hits; AID 652025; in the data active = activation above about 50%; inconclusive = mostly about 30% to 49%; note: 0% is about no effect
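Unstimulated transgenic mouse T cells, 750 per well, received compound and, after 60 minutes, anti-CD3/anti-CD4 bead plus anti-CD28 stimulation. EGFP and DsRed were quantified after 18 hours.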
GLP1R ag = activates the human GLP-1 receptor | P43220 | HEK293 GLP-1R CRE-luciferase, luminescence, 4-6 h; cells express a hypersensitive GLP-1R form | Potency, µM (series often up to 45.6 µM), for the others: at the top dose activation, most hits filed as activators | 380,000 compounds, 0.007% hits | AID 624172; note: potency is the fitted concentration of half-maximal effect; % of control where 0% means no effect
* marks the source's active call; other numbers are inactive results; i = inactive; ? = inconclusive; . = no result given; [ ] = dose if it differs, or a comment. Unless noted, calls come from the whole dose curve; as a rule, active = well fitted curve in the direction sought with a large enough effect; inconclusive = small, poorly fitted or top-dose-only effect, or another doubt; inactive = no such curve, though single readings can be large; an effect the other way counts as inactive or inconclusive. Some of the compounds tested; the hit share may differ from the screen's.

SMILES | PTHR1 ag | HEK293 tox | EPAC1 ag | PLK1 PBD inh | GLP-1R inv ag | EPAC1 antagonist | PI5P4K alpha inh | IL-2 act | GLP1R ag
C/C(=C(/NC(=O)c1ccccc1)C(=O)O)c1ccco1 | i | -1% | 4% | -6% | 0% | 9% | -5 | 1.2 | -7%
CCCN(CCC)CCNc1c(N2CCN(C(=O)OCC)CC2)c(=O)c1=O | -3% | -4% | 4% | -7% | 6% | -23% | -2 | 0.8 | 0%
O=S(=O)(N1CCCCC1)n1c(Cc2ccccc2)nc2ccccc21 | i | ? | 14% | -2% | ? | -11% | . | -3.2 | 13%
Cc1cccc(-n2c(=S)[nH]c3c(oc4ccccc43)c2=O)c1 | i | -16% | -6% | -15% | 5% | -17% | 0 | -0.3 | ?
CCC(NC(=O)Cc1c(C)c2ccc(OC)c(C)c2oc1=O)C(=O)NC(Cc1ccc(Cl)cc1)C(=O)O (stereo not given) | 7% | 3% | -30% | -1% | -1% | 9% | 18 | 0.7 | -3%
C=CCOc1c(Cl)cc(C2NC(=O)NC(C)=C2C(=O)OC)cc1Cl (stereo not given) | -3%[57.5 µM] | -22% | -15% | 1% | -16% | 4% | . | 0.5 | 5%
Cc1oc2c(CN3CCCC3)c(O)ccc2c(=O)c1-c1ccc(Br)cc1 | i | ? | -5% | 0% | ? | 11% | . | -0.9 | 1%
COc1ccc(NC(=S)NCc2ccc(F)cc2)c(OC)c1 | i | -17% | 11% | -1% | -6% | -2% | 3 | 1.2 | 6%
O=C(N/N=C/C=C/c1ccccc1)c1ccncc1 | i | ? | -2% | ? | -3% | -9% | -6 | -5.1 | 0%
O=C1CCCC2=C1C(Cc1ccccc1)C1=C(CCCC1=O)O2 | i | 3% | 0% | -6% | 6% | 5% | -1 | -0.3 | -1%
COCCCNC(=O)CCc1c(C)nc2c(c(C)nn2-c2ccc(C)cc2)c1C | i | 13% | -6% | 4% | ? | 3% | -1 | -4.1 | 8%
CCOC(=O)c1cc(-c2ccc(C#N)cc2)nc2c1c(C)nn2CCC#N | -6%[57.5 µM] | -15% | 5% | 1% | 27% | 0% | 0 | -0.5 | 0%

Continued (six carried over from the part before).
SMILES | PTHR1 ag | HEK293 tox | EPAC1 ag | PLK1 PBD inh | GLP-1R inv ag | EPAC1 antagonist | PI5P4K alpha inh | IL-2 act | GLP1R ag
Cc1oc2c(CN3CCCC3)c(O)ccc2c(=O)c1-c1ccc(Br)cc1 | i | ? | -5% | 0% | ? | 11% | . | -0.9 | 1%
COc1ccc(NC(=S)NCc2ccc(F)cc2)c(OC)c1 | i | -17% | 11% | -1% | -6% | -2% | 3 | 1.2 | 6%
O=C(N/N=C/C=C/c1ccccc1)c1ccncc1 | i | ? | -2% | ? | -3% | -9% | -6 | -5.1 | 0%
O=C1CCCC2=C1C(Cc1ccccc1)C1=C(CCCC1=O)O2 | i | 3% | 0% | -6% | 6% | 5% | -1 | -0.3 | -1%
COCCCNC(=O)CCc1c(C)nc2c(c(C)nn2-c2ccc(C)cc2)c1C | i | 13% | -6% | 4% | ? | 3% | -1 | -4.1 | 8%
CCOC(=O)c1cc(-c2ccc(C#N)cc2)nc2c1c(C)nn2CCC#N | -6%[57.5 µM] | -15% | 5% | 1% | 27% | 0% | 0 | -0.5 | 0%
N#CC1=C(SCC(=O)Nc2nccs2)NC(=O)CC1c1ccccc1 (stereo not given) | -10%[57.5 µM] | -9% | -4% | -7% | 0% | -3% | . | 0.0 | -8%
O=[N+]([O-])c1cccc(C=Nc2cccc3ccccc23)c1O | -11% | -21% | 1% | -9% | -15% | -17% | ? | -1.5 | -3%
CN(C(=O)COC(=O)c1cncc(Br)c1)C1CCS(=O)(=O)C1 (stereo not given) | i | -9% | -1% | -5% | 8% | 7% | -2 | -0.6 | 2%
CCOc1ccc(CN(C)C(=O)CNC(=O)c2sc3ccccc3c2Cl)cc1 | -93%[inhibitor] | 0% | -12% | -2% | 5% | -2% | -4 | 2.9 | 5%
CCOC(=O)c1c(C)[nH]c(C)c1S(=O)(=O)NCCCN1CCOCC1 | i | -8% | 4% | 3% | 6% | 0% | -1 | 2.1 | -2%
Cc1ccc(NS(=O)(=O)c2ccc(CCC(=O)N3CCCC3)cc2)cc1 | -39%[inhibitor] | 8% | -9% | -9% | ? | -3% | -2 | 1.0 | 8%
CN(CC(=O)Nc1ccc(Cl)c(Cl)c1)CC(=O)Nc1ccc2c(c1)OCO2 | -13% | -10% | 4% | 4% | ? | -21% | 14 | 0.0 | 18%
Cc1ccc(O)c(C(=O)CC(=O)c2cccc(F)c2)c1 | -29% | 6% | 8% | -13% | ? | -15% | 19 | 0.1 | 12%
CC(C)COCc1ccc(O)c2ncccc12 | -4% | ? | 11% | -9% | 4µM* | -15% | -1 | -0.4 | -1%
CCOC(=O)N1CCN(C(=O)COC(=O)Cc2ccc(Cl)cc2)CC1 | -7% | 10% | 8% | 2% | 11% | -5% | -2 | -0.3 | 6%
CN(C)c1cccc(C(=O)NNC(=O)CSc2ccccc2)c1 | -9% | 3% | 1% | -20% | 7% | -3% | -7 | 1.0 | 9%
COc1cc(NC(=O)CCc2c(C)[nH]c(=O)c(C#N)c2C)cc(OC)c1 | -18% | -4% | 1% | 3% | 56%[activator] | 6% | 1 | -0.6 | 7%
COc1ccc(S(=O)(=O)N2CCOCC2)cc1Br | i | -8% | 5% | -10% | -15% | -2% | -1 | 0.0 | 11%
Cc1cccc(OC(C)C(=O)OCC(=O)Nc2sccc2C(N)=O)c1 (stereo not given) | -31%[inhibitor] | 1% | -12% | -4% | 25% | -9% | -18 | 1.3 | -1%
CCn1c(SCC(=O)Nc2ccc3c(c2)OCCO3)nnc1C(C)C | i | -6% | -9% | ? | 11% | -7% | -9 | -1.0 | 4%
COC(=O)C1=NN(C(=O)c2cccc(Br)c2)C(O)(c2ccc(Cl)cc2)C1 (stereo not given) | -33%[inhibitor] | -8% | -2% | -5% | ? | -10% | 0 | 0.0 | -3%
Cc1cc(N2CCN(C)CC2)nc2ccc(NC(=S)NCCCN3CCN(C)CC3)cc12 | i | ? | -1% | -8% | ? | -11% | 10 | 0.7 | 13%
Brc1cc2c(cc1-c1nc3ccccc3s1)OCO2 | -4% | -10% | 3% | ? | 13% | -5% | 18 | 1.6 | 12%
O=C(Cc1c(F)cccc1Cl)Nc1ncc([N+](=O)[O-])s1 | -94%[inhibitor] | ? | 2% | -13% | ? | -1% | 9 | 1.8 | 0%
C/C(=N/NC(=O)COc1cc(C)ccc1C(C)C)C(=O)O | -1% | ? | 1% | 0% | ? | -5% | -1 | -2.6 | 4%
CCOc1ccc(S(=O)(=O)N2CCN(CC(O)COc3cccc([N+](=O)[O-])c3)CC2)cc1 (stereo not given) | -21% | -3% | 11% | -9% | ? | -14% | 17 | -4.3 | 9%
Cc1ccc(NC(=O)C(C)N=C2NS(=O)(=O)c3ccccc32)cc1F (stereo not given) | -9% | 2% | -4% | -1% | 20% | ? | -11 | -3.7 | 8%
COc1ccc(C)cc1NC(=O)CSCc1ccccc1C | i | 17% | 12% | -22% | ? | -12% | 0 | -1.1 | 1%
COc1cnn(-c2ccc(Br)cc2)c(=O)c1SCc1ccccc1 | -25% | 11% | 12% | -8% | 0% | 11% | 10 | -0.8 | 5%

Complete entries from above.
`O=C1CCCC2=C1C(Cc1ccccc1)C1=C(CCCC1=O)O2` is entered as PTHR1 ag: i; HEK293 tox: 3%; EPAC1 ag: 0%; PLK1 PBD inh: -6%; GLP-1R inv ag: 6%; EPAC1 antagonist: 5%; PI5P4K alpha inh: -1; IL-2 act: -0.3; GLP1R ag: -1%
`O=C(N/N=C/C=C/c1ccccc1)c1ccncc1` is entered as PTHR1 ag: i; HEK293 tox: ?; EPAC1 ag: -2%; PLK1 PBD inh: ?; GLP-1R inv ag: -3%; EPAC1 antagonist: -9%; PI5P4K alpha inh: -6; IL-2 act: -5.1; GLP1R ag: 0%

New compounds follow:
SMILES | PTHR1 ag | HEK293 tox | EPAC1 ag | PLK1 PBD inh | GLP-1R inv ag | EPAC1 antagonist | PI5P4K alpha inh | IL-2 act | GLP1R ag
Cc1ccc([C@@H]2CC=C(C(=O)O)[C@H](c3ccc(Cl)cc3)N2S(=O)(=O)c2ccc(C)cc2)cc1 | -86%[inhibitor] | -13% | -17% | ? | ? | ? | 2 | 0.0 | -5%
N#Cc1ccccc1NC(=O)CSC1=Nc2ccccc2C2CC=NN12 (stereo not given) | -24% | ? | -66%[inhibitor] | -15% | ? | -11% | -8 | -0.5 | 24%
CCC(=O)/C=C1/Sc2ccc(OC)cc2N1CCO | i | -2% | 5% | 13µM* | 2% | -8% | -51* | -0.1 | 5%
CCC(NC(=O)Nc1cc(OC)c(OC)c(OC)c1)(C(F)(F)F)C(F)(F)F | i | 13% | -4% | -16% | ? | -25% | 2 | -1.0 | 1%
COC(=O)Nc1ccc(S(=O)(=O)N2CCCC(C(=O)N3CCN(C)CC3)C2)cc1 (stereo not given) | -4% | -7% | 7% | -10% | -1% | ? | -4 | -1.5 | 1%
COC(=O)c1ccc(S(=O)(=O)N2CCCCCC2)n1C | i | 5% | 7% | 6% | -12% | 2% | -1 | 0.5 | -1%
Cc1ccc(C(=O)Nc2nnc(-c3ccncc3)s2)o1 | i | -5% | -7% | -1% | 0% | 8% | . | 1.3 | -13%
COc1cc(CNc2ncnc3c2ncn3[C@H]2CN(Cc3cccc(C(F)(F)F)c3)C[C@@H](CO)O2)cc(OC)c1OC | 3% | -20% | -8% | -13% | ? | -15% | 0 | -0.6 | 0%
CCCCc1nnc(NC(=O)c2ccc(S(=O)(=O)N3CCOCC3)cc2)s1 | -12% | -13% | -2% | -2% | 12% | 4% | 4 | -0.3 | -1%
Cc1ccc(C(=O)Nc2ccc3c(c2)C(=O)N(CC2CCCO2)C3=O)cc1 (stereo not given) | -93%[inhibitor] | -20% | -13% | 10% | 3% | -9% | -2 | -0.6 | 0%
Cc1cc(C)n2nc(SCC(=O)Nc3ccc(F)c(F)c3F)nc2n1 | i | 16% | 7% | 2% | 7% | -7% | 0 | 0.6 | 3%

Bioassay records deposited in PubChem by National Center for Advancing Translational Sciences (NCATS).
